SENP6 block: SENP6 protease inhibitors, primary screen, biochemical, luminescence, uHTS. Sentrin-specific protease 6 (Homo sapiens), Q9GZR1. Recombinant SENP6 catalytic domain, aminoluciferin luminescence. inhibition, % at 10 µM. hit rate 1.8% among 330,000. AID 2599, 2010;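 active = inhibition above about 50% at the single tested dose, limit read from the data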;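 note: plate controls were DMSO wells with enzyme for no effect and DMSO wells lacking enzyme for full effect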
SENP7 inh: SENP7 protease inhibitors, primary screen, biochemical, luminescence, uHTS; hit rate 1.5% among 330,000; inhibition, % at 5 µM; recombinant SENP7, Z-RLRGG-aminoluciferin luminescence, 40 min;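 active = inhibition above about 50% at the single test dose, limit read from the data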;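 note: plate controls were DMSO with enzyme for no effect and no enzyme buffer wells for full effect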
SENP8 block-1: SENP8 protease inhibitors, primary screen, biochemical, luminescence | purified SENP8, Z-RLRGG-aminoluciferin cleavage | AID 2540, 2010 | inhibition, % at 10 µM | hit rate 1.2% among 330,000; in the data active = inhibition above about 50%
SENP8 block-2: human SENP8 protease inhibitors, primary screen, biochemical, fluorescence, Nedd8 protein substrate, uHTS. Sentrin-specific protease 8 (Homo sapiens), Q96LD8. recombinant SENP8. inhibition, % at 20 µM. hit rate 0.64% among 360,000. AID 602440, 2012; in the data active = inhibition mostly above about 40%, no sharp cut-off; inactive = mostly below about 27%
Apaf-1 inh: inhibitors of human Apaf-1 apoptosome, primary screen, biochemical, DEVD-Rh110 fluorescence, uHTS | Apoptotic protease-activating factor 1 (Homo sapiens), O14727 | inhibition, % at 20 µM | AID 489030, 2010 | hit rate 0.71% among 330,000 | reconstituted apoptosome caspase-3 activity; active = inhibition of at least 40% at 20 µM;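 note: plate controls were DMSO wells for no effect and DEVD-CHO caspase inhibitor wells for full effect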
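Material: reconstituted apoptosome with Apaf-1, cytochrome c, caspase-9, procaspase-3, dATP / Buffer or medium: pH 7.5 Hepes buffer with CHAPS, BSA, DTT / Also added: cytochrome c with DEVD-Rh110 / Schedule: compound with Apaf-1, dATP, procaspase-3 30 min, then 50 min reaction, room temperature / Technique: rhodamine 110 fluorescence at Ex 480/Em 540 nm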
HKDC1 inh: HKDC1 hexokinase inhibitors, primary screen, biochemical, fluorescence, uHTS; Q2TB90; recombinant HKDC1, G6PDH/diaphorase resazurin coupled fluorescence; AID 493160, 2011; inhibition, % at 20 µM; hit rate 0.16% among 340,000;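 active = inhibition above about 35% when tested at 20 µM, limit read from the data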;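 note: plate controls were DMSO wells with enzyme for no effect and DMSO wells lacking enzyme for full effect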
Target sequence (Q2TB90 whole entry, looked up): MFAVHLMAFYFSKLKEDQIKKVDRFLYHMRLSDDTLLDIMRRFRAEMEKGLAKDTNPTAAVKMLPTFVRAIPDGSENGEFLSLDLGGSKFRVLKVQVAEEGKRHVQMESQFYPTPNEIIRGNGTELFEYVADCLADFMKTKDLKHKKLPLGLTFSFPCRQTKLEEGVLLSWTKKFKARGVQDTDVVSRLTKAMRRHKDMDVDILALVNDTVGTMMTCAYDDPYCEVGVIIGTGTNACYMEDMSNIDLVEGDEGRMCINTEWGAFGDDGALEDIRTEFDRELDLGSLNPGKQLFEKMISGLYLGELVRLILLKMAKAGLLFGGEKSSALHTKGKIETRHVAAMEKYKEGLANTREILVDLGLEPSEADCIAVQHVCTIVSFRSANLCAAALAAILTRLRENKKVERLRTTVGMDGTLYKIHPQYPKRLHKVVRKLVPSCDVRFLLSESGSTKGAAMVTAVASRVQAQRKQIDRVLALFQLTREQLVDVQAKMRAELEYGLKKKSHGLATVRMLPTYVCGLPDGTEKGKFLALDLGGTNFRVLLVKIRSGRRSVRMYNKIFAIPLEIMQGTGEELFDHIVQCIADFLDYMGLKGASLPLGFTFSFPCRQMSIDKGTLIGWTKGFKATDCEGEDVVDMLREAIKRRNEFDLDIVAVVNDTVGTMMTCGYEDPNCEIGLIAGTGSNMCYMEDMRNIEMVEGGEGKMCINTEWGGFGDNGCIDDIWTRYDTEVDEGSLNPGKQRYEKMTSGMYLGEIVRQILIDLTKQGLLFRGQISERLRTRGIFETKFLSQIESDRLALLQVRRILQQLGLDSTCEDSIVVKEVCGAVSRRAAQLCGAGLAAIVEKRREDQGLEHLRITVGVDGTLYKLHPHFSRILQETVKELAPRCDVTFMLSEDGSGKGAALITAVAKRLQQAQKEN
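Material – in-house recombinant HK5 (HKDC1) enzyme · Quantity – HKDC1 at 5 µg/mL · Buffer or medium – pH 8.0 Tris buffer with 10 mM MgCl2 · Reagent – glucose with 1 mM ATP · Dosing – single 20 µM dose · Times – reaction time 90 min, room temperature, protected from light · Technique – resorufin fluorescence at 613 nm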
SENP1 FRET inh: human SENP1 catalytic domain inhibitors, primary screen, biochemical, FRET, uHTS; recombinant SENP1 catalytic domain, CyPet-SUMO1-YPet FRET cleavage; inhibition, % at 10 µM; hit rate 0.21% among 360,000;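 active = inhibition at least 30% at 10 µM, raw YFP signal under a set limit, fluorescence ratio 0.5 to 1.5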;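 note: 0% = enzyme with DMSO and 100% = no enzyme wells; some results filed as inactive read as strong as hits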
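Material: hSENP1 catalytic domain, recombinant; medium: Tris pH 8 with BME, BSA, NP40 and catalase; compound: single concentration of 10 µM compound, 0.5% DMSO final; technique: FRET read of cyan and yellow fluorescence; timing: 50 min enzyme reaction, room temperature, light-protected; reagent: SFCypet-SUMO1-SFYpet substrate at 25 nM; control set: no-enzyme low, enzyme-DMSO high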
PfGluPho inh: PfG6PD enzyme inhibitors, primary screen, biochemical, fluorescence intensity, uHTS | PfGluPho enzyme, NADPH resazurin-diaphorase fluorescence | inhibition, % at 20 µM | hit rate 0.78% among 350,000 | glucose-6-phosphate dehydrogenase-6-phosphogluconolactonase (Plasmodium falciparum 3D7);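 active = inhibition reaching at least a set limit at 20 µM in the primary screen, cut at about 59% in these data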;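 note: 0% = DMSO wells with substrate and 100% = DMSO wells lacking glucose-6-phosphate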
NALP3 yeast inh: NALP3 inflammasome inhibitors in reconstituted yeast, primary screen, luminescence, uHTS | Yeast reconstituted NLRP3/ASC/caspase-1, beta-gal luminescence, 24 h | inhibition, % at 10 µM | hit rate 0.39% among 330,000 | AID 2825, 2010;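 active = inhibition of 50% or more; inactive = inhibition below 50%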;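 note: plate controls were induced DMSO wells for no effect and uninduced yeast grown without galactose for full effect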
An asterisk follows results filed as active; . = no result given.

entry	SMILES	SENP8 block-2	SENP1 FRET inh	SENP7 inh	PfGluPho inh	Apaf-1 inh	SENP8 block-1	SENP6 block	HKDC1 inh	NALP3 yeast inh
1	O=C(N/N=C\c1coc2ccccc2c1=O)c1ccco1	-4	1	0	8	-3	-13	-12	-5	15
2	COc1ccc2nc(/N=C/c3c(C)[nH]n(-c4ccc(C)cc4C)c3=O)sc2c1	17	-130	-2	-4	13	-14	-23	14	13
3	COc1ccccc1N1CCN(S(=O)(=O)CCNC(=O)c2cc(OC)c(OC)c(OC)c2)CC1	12	1	1	-11	7	0	3	-2	12
4	CCCCn1nc(C(=O)N(CC(C)C)c2c(N)n(CCCC)c(=O)[nH]c2=O)c2ccccc2c1=O	11	0	-2	3	-3	4	11	-2	26
5	CCN(CCO)Cc1csc2ccc(Cl)cc12	18	2	0	-1	-8	-3	-8	-6	5
6	CCCCn1c(NC(=O)c2ccc(Br)o2)c(S(=O)(=O)c2ccccc2)c2nc3ccccc3nc21	-286	-29	49	-2	71*	86*	87*	2	17
7	O=C1CC(N2CCSCC2)C(=O)N1c1ccccc1 (stereo not given)	15	1	7	-23	11	1	-2	10	12
8	Cc1ccc2c(c1)c1nnc(SCC(=O)N3CCCc4ccccc43)nc1n2CC(=O)O	7	2	-3	6	3	-6	3	-16	-4
9	Cc1cc(Cl)ccc1OC(C)C(=O)Nc1cnn(CCCC(=O)O)c1 (stereo not given)	12	1	2	-4	-3	-6	-1	4	0
10	O=C(O)c1ccccc1C(=O)N1CCN(Cc2ccc3c(c2)OCO3)CC1	8	1	7	-4	7	7	7	3	13
11	O=C(Cc1ccc(NC(=O)C2CCN(C(=O)c3ccccc3)CC2)cc1)Nc1cccc(C(=O)N2CCCCC2)c1	-1	2	.	14	.	.	.	2	.
12	CCN(CC)CCCNCC(=O)Nc1cc(C)on1	16	3	2	-3	-4	2	-17	-11	-2
13	Cc1ccc(C)c(NC(=S)NC(=O)c2cncc(Br)c2)c1	18	3	-1	-1	18	-2	-28	1	33
14	CCOC(=O)C1C(=O)NC(SCC(=O)OC)=C(C#N)C1c1ccccc1OCC (stereo not given)	20	1	-1	-12	2	3	-2	-3	7
15	CCOc1ccc(-n2c(N)c(-c3nc4ccccc4[nH]3)sc2=S)cc1	-8	-31	12	1	9	6	3	-6	18
16	COc1ccccc1C1N(c2ccc(F)cc2)C(=O)C2CCCN21 (stereo not given)	4	-7	4	-1	4	9	1	-2	6
17	Cc1ccc(C(=O)Cn2nnc(-c3cccs3)n2)cc1	32	4	1	4	1	-11	-6	-2	27
18	Cc1nc2ccccn2c1C(=O)NNS(=O)(=O)c1ccc(Cl)cc1	2	0	1	7	-14	1	-9	-7	-11
19	CC(C)OCCCn1c(NN)nc2ccccc2c1=O	37	0	2	-3	0	-3	6	8	14
20	CN1C(=O)N(C)C2(c3ccccc3)NNC(N)=NC12c1ccccc1 (stereo not given)	-6	-1	1	10	-5	3	-11	2	6
21	Cc1cc(C)c2c(n1)sc1c(=O)[nH]c(SCc3ccccc3)nc12	-319	2	11	-11	3	-2	7	-5	5
22	Cc1ccc(-c2ccc(/C=C(\C#N)C(N)=S)o2)c([N+](=O)[O-])c1	24	2	2	1	12	12	15	-3	34
23	O=C(Nc1cccc(Cl)c1)N1CCN(C/C=C/c2ccccc2)CC1	20	3	-6	15	-1	1	7	6	23
24	Cn1c(SCC(=O)Nc2ccccc2)nnc1-c1ccc(NC(=O)CCc2ccccc2)cc1	-3	1	-5	-1	-3	-1	-5	-5	3
25	FC(F)(F)C1CCCN(c2nsc3ccccc23)C1 (stereo not given)	-7	-5	6	110*	-8	2	-19	-1	6

Part of the list above in order of molar mass, largest number first.
entry	SMILES	SENP8 block-2	SENP1 FRET inh	SENP7 inh	PfGluPho inh	Apaf-1 inh	SENP8 block-1	SENP6 block	HKDC1 inh	NALP3 yeast inh
14	CCOC(=O)C1C(=O)NC(SCC(=O)OC)=C(C#N)C1c1ccccc1OCC (stereo not given)	20	1	-1	-12	2	3	-2	-3	7
20	CN1C(=O)N(C)C2(c3ccccc3)NNC(N)=NC12c1ccccc1 (stereo not given)	-6	-1	1	10	-5	3	-11	2	6
19	CC(C)OCCCn1c(NN)nc2ccccc2c1=O	37	0	2	-3	0	-3	6	8	14

Next results follow:
entry	SMILES	SENP8 block-2	SENP1 FRET inh	SENP7 inh	PfGluPho inh	Apaf-1 inh	SENP8 block-1	SENP6 block	HKDC1 inh	NALP3 yeast inh
26	CCOC(=O)c1sc2nc(NC(=O)C3CC3)sc2c1C	-285	-8	2	10	-5	0	-4	-6	29
27	O=C(O)c1c[nH]c2ccc(F)cc2c1=O	-9	0	8	-10	13	-4	1	-2	2
28	CCCC(=O)N1CCc2cc(-c3nc(N)sc3C)ccc21	-158	-9	8	17	3	6	-13	-1	9
29	COc1ccc(CC(O)COS(N)(=O)=O)cc1 (stereo not given)	13	2	-3	-4	-1	-11	-10	-8	8
30	CC(C)(C)c1nnc(NC(=O)CN2C(=O)C3C4C=CC(C4)C3C2=O)s1 (stereo not given)	-3	-2	4	5	10	-1	-19	1	-5
31	COc1ccc(N(CC(=O)NCc2ccco2)C(=O)CCC(=O)Nc2nccs2)c(OC)c1	4	2	3	-7	11	10	-4	0	10
32	O=C(NCc1nc2ccccc2[nH]1)C1=C[C@H](C2CC2)C[C@H](OCCCCO)O1	15	0	-7	-7	-1	-1	9	-6	16
33	Cc1c(C(=S)Nc2ccccc2)cnn1-c1ccccc1	28	1	-2	-6	-11	-2	8	-2	37
34	COc1ccc(N2CC(C(=O)N[C@@H](C)C(=O)NCCc3ccccc3)CC2=O)cc1 (stereo not given in full)	11	-1	2	4	-6	2	-7	1	4
35	O=C(O)C1C2C=CC(C2)C1C(=O)NCCCn1ccnc1 (stereo not given)	5	1	6	-17	-11	6	2	-4	-1
36	CCc1ccccc1N(C1=NCCCS1)S(=O)(=O)c1ccc(C(C)(C)C)cc1	11	0	9	-15	6	0	16	12	4
37	O=C(CCC(=O)N1CCN(S(=O)(=O)c2ccccc2)CC1)c1ccc(Br)cc1	0	2	-1	-4	14	4	-2	-2	-4
38	O=C(CN(c1ccccn1)S(=O)(=O)c1ccccc1)Nc1ccccc1	-411	1	7	-1	0	3	1	10	4
39	CCCCn1c(N)c(N(CC)C(=O)c2ccc(N(C)S(=O)(=O)c3ccc(C)cc3)cc2)c(=O)[nH]c1=O	-2	-2	-1	1	0	-3	-2	-1	10
40	Nc1ccc2nc(N3CCOCC3)sc2c1	-5	3	32	6	17	10	41	15	11
41	CC(NC(=S)NC1CCCCC1)c1ccc(C(C)(C)C)cc1 (stereo not given)	1	2	-9	-6	7	-7	-7	-15	33
42	COC(=O)CSc1ccc(-c2nc3ccc(C)cc3[nH]2)cn1	-483	-1	0	57	-3	-7	9	-3	10
43	O=C(c1ccc(F)cc1)N1CCN(Cc2ccccc2Br)CC1	5	0	1	-14	11	8	5	0	4
44	N#Cc1ccccc1CN1C(=O)S/C(=C/c2cccn2-c2ccc(C(=O)O)cc2)C1=O	9	-14	8	-28	1	-2	-4	12	12
45	C[C@H](NC(=O)c1nc[nH]c1C(=O)NCc1ccc(CNC(=O)OC(C)(C)C)cc1)C(=O)OCc1ccccc1	3	-1	-13	27	15	-4	-11	2	11
46	COc1ccc2[nH]c3c(c2c1)CCN1C(=O)N([C@@H](C)C(=O)NCc2ccc(F)cc2)C(=O)[C@]31C	25	-4	-5	15	5	-15	-6	1	6

Structures shown so far that contain an aryl methoxy group, in the order listed:
entry	SMILES	SENP8 block-2	SENP1 FRET inh	SENP7 inh	PfGluPho inh	Apaf-1 inh	SENP8 block-1	SENP6 block	HKDC1 inh	NALP3 yeast inh
2	COc1ccc2nc(/N=C/c3c(C)[nH]n(-c4ccc(C)cc4C)c3=O)sc2c1	17	-130	-2	-4	13	-14	-23	14	13
3	COc1ccccc1N1CCN(S(=O)(=O)CCNC(=O)c2cc(OC)c(OC)c(OC)c2)CC1	12	1	1	-11	7	0	3	-2	12
16	COc1ccccc1C1N(c2ccc(F)cc2)C(=O)C2CCCN21 (stereo not given)	4	-7	4	-1	4	9	1	-2	6
29	COc1ccc(CC(O)COS(N)(=O)=O)cc1 (stereo not given)	13	2	-3	-4	-1	-11	-10	-8	8
31	COc1ccc(N(CC(=O)NCc2ccco2)C(=O)CCC(=O)Nc2nccs2)c(OC)c1	4	2	3	-7	11	10	-4	0	10
34	COc1ccc(N2CC(C(=O)N[C@@H](C)C(=O)NCCc3ccccc3)CC2=O)cc1 (stereo not given in full)	11	-1	2	4	-6	2	-7	1	4
46	COc1ccc2[nH]c3c(c2c1)CCN1C(=O)N([C@@H](C)C(=O)NCc2ccc(F)cc2)C(=O)[C@]31C	25	-4	-5	15	5	-15	-6	1	6
